Sm TGR block: qHTS Assay for the Inhibitors of Schistosoma Mansoni Peroxiredoxins. Schistosoma mansoni thioredoxin glutathione reductase (TGR), Q962Y6. purified TGR, DTNB reduction, TNB absorbance 405 nm. Potency, µM (doses to about 114 µM), without a hit: at the top dose activity change, negative = inhibition, most hits filed as inhibitors. 360,000 compounds, 3% hits; also: potency is read from the fitted curve at half-maximal effect; % is scaled to controls: 0 for no effect and ±100 for the full control effect; nearly all actives have a fitted effect of over 60% in size
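TGR 20 nM + NADPH 100 uM (dispensed conc.), cpd preinc 15 min RT; start with NADPH (500 uM addition) then DTNB (15 mM addition). Kinetic TNB absorbance, 405 nm filter. Four-parameter Hill fit across titration.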
Shiga inhibitor: A qHTS for Small Molecule Inhibitors of Shiga Toxin; 290,000 compounds, 9.2% hits; inhibition, % at 38.7 µM; Vero cells, Shiga toxin protein synthesis inhibition reporter; in the data active = inhibition mostly above about 28%, no sharp cut-off; inactive = mostly below about 43%; also: 0% is about no effect
Pf growth 48h: Primary qHTS for delayed death inhibitors of the malarial parasite plastid, 48 hour incubation; P. falciparum luciferase growth in erythrocytes, 48 h; Potency, µM (series often up to 28.7 µM), without a hit: at the top dose activity change, negative = inhibition, most hits filed as inhibitors; 310,000 compounds, 5.9% hits; AID 504832, 2011; also: potency is read from the fitted curve at half-maximal effect; % is scaled to controls: 0 for no effect and ±100 for the full control effect
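Read-out is firefly luciferase luminescence from an integrated reporter in P. falciparum, so falling signal marks reduced parasite growth. Infected erythrocytes were at 2% hematocrit and 0.1% parasitemia (final) in Albumax-supplemented RPMI 1640.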
Pf growth 96h: Primary qHTS for delayed death inhibitors of the malarial parasite plastid, 96 hour incubation. P. falciparum luciferase reporter growth, 96 h. Potency, µM (titrated, usually from 28.7 µM), for inactives: top-dose activity change, negative = inhibition, most hits filed as inhibitors. 320,000 compounds, 6.9% hits; also: potency is read from the fitted curve at half-maximal effect; % is scaled to controls: 0 for no effect and ±100 for the full control effect
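Erythrocytes infected with luciferase-expressing P. falciparum were dispensed at 2% hematocrit and 0.05% parasitemia (final), then incubated with compounds 96 hours at 37 C in 5% CO2. Luminescence after detection reagent addition reported growth.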
Giardia FBPA inh: qHTS Assay for Inhibitors of Fructose-1,6-bisphosphate Aldolase from Giardia Lamblia | A8B2U2 | purified Giardia FBPA | Potency, µM (highest dose often 59.6 µM), without a hit: at the highest dose activity, negative = inhibition, usual class: inhibitors | 290,000 compounds, 0.71% hits | AID 2451, 2010; also: potency is read from the fitted curve at half-maximal effect; % is scaled to controls: 0 for no effect and ±100 for the full control effect; nearly all actives have a fitted effect of over 55% in size
Target sequence (A8B2U2 whole entry, looked up): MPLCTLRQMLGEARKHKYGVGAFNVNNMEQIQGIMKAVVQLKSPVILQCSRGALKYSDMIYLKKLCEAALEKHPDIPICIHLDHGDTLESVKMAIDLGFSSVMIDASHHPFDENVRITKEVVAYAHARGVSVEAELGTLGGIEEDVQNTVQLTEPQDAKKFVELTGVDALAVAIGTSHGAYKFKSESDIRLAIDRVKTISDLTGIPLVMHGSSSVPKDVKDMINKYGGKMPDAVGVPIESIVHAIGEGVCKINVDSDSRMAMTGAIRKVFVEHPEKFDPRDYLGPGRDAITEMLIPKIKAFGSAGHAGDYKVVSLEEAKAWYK
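Giardia FBPA (40 nM reagent) was preincubated 10 min at RT with compound (up to 57.5 uM final), then substrate plus GAPDH/TPI/NAD/arsenate coupling system with diaphorase/resazurin was added; resorufin fluorescence (525/598 nm) was read after 20 min.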
CHX counter: Cycloheximide Counterscreen for Small Molecule Inhibitors of Shiga Toxin; cell reporter, cycloheximide protein synthesis inhibition counterscreen; max response, %; 300,000 compounds, 12% hits; in the data active = max response mostly above about 13%, no sharp cut-off; inactive = mostly below about 14%; also: read at 38.3 µM for the half of the compounds with a filed dose; 0% is about no effect
Numbers without * were called inactive; ? = inconclusive; nt = no result given; & = joins results of further samples; [ ] = remark or other dose. Unless noted, calls follow the shape of the dose curve; as a rule, active = well fitted curve in the direction sought with a large enough effect; inconclusive = small, poorly fitted or top-dose-only effect, or another doubt; inactive = no such curve, though single readings can be large; an effect the other way counts as inactive or inconclusive. No enrichment for hits; about 24% have a hit in one of these screens.

SMILES | Sm TGR block | Shiga inhibitor | Pf growth 48h | Pf growth 96h | Giardia FBPA inh | CHX counter
C=CCn1c(SCC(=O)Nc2sccc2C#N)nc2sc(C)c(C)c2c1=O | -0.3% | 9.5 | 2.8% | 13.0% | -6.3% | 7.9
Cn1cc([N+](=O)[O-])c(C(=O)N/N=C/c2ccc3c(c2)OCO3)n1 | -24.9% | 42.5* | 4.5% | ? | 4.0% | 20.1*
COc1cccc(C(=O)Nc2sc(C(C)C)cc2C(N)=O)c1OC | -10.7% | -5.3 | ? | 13.1µM* | ? | -2.3
COc1ccc(NS(=O)(=O)c2ccc(C)c(C(=O)N(C)Cc3ccc(C)cc3)c2)cc1 | -20.4% | nt | ? | 5.0% | nt | nt
COC(=O)CN1C(=O)S/C(=C/c2ccc(N3CCCCC3)o2)C1=O | 7.08µM* | -2.7 | 48.8%[activator] | 10.7% | ? | 8.9
COc1ccccc1C(=O)Nc1ccc(OCc2nnc3c4ccccc4c(C)nn23)cc1 | -1.0% | 6.2 | -23.4% | 9.28µM* | 7.3% | 2.0
Cc1cccc(C)c1NC(=O)CSc1nnc(C)n1CC1CCCO1 (configuration not stated) | 6.2%[57.1 µM] | -9.8 | 7.9% | ? | 2.5% | -1.3
Cc1c(C(=O)NNC(=O)c2ccncc2)oc2ccc(Br)cc12 | -6.5% | nt | 17.4% | 35.3%[activator] | nt | nt
COc1cnc(SCCC(F)=C(F)F)[nH]c1=O | -0.4% | -2.2 | 9.4% | ? | -4.6% | -1.9
COc1ccc(-n2nc(C(=O)NCC(=O)N3CCN(c4ccccc4)CC3)c3ccccc3c2=O)cc1OC | -0.2% | 43.3* | 0.1% | 16.3% | -1.0% | 22.4*
CCOC(=O)c1c(NC(=O)c2cccs2)sc2c1CCN(C(=O)OCC)C2 | -19.1% | -13.6 | ? | 21.6% | -3.1% | 4.3
O=S(=O)(Nc1ccc(-c2nc3cccnc3s2)cc1)c1ccccc1F | 2.2% | 91.8* | 40.1%[activator] | 27.9% | 2.4% | 49.8*
Cc1ccccc1Nc1nc(Nc2ccccc2C)nc(SC2=NCCS2)n1 | -1.4% | -3.9 | 10.4µM* | nt | 0.9% | -0.6
Cc1ccc(S(=O)(=O)NCC(=O)OC(C)C(=O)Nc2ncc(Cl)cc2Cl)cc1 (configuration not stated) | -3.9% | -11.0 | 10.0% | 0.0% | 0.0% | -2.2
Cc1ccc(C)n1-c1sc2c(c1C#N)CCCC2 | -13.8% | 3.5 | -26.7% | ? | -2.0% | 7.9
CCN(CC)CCSc1nc(O)c(-c2ccccc2)c(=O)[nH]1 | 1.2% | -3.6 | 56.8%[activator] | 100.5%[activator] | -15.0% | 12.6
Cc1cccc(N(C)S(=O)(=O)c2ccc3c(c2)CCC(=O)N3)c1 | -3.2% | -11.2 | -16.3% | ? | -2.8% | 12.4
O=C(COc1cccc(F)c1)Nc1nc(-c2cccnc2)cs1 | -3.4% | nt | ? | ? | nt | nt
CCOc1ccc(N(CC(=O)O)S(=O)(=O)c2ccc(F)cc2)cc1 | 24.4% | -14.4 | 11.0% | nt | 3.0% | 3.9
COc1cc(C2C(C#N)=C(N)Oc3n[nH]c(-c4cccs4)c32)cc(OC)c1O (configuration not stated) | -10.4% | 21.2 | -1.9% | ? | -26.1% | 1.2
O=c1[nH]c(COc2ccc(Cl)cc2Cl)nc2ccccc12 | -30.7% | 41.3* | 104.1%[activator] | 150.7%[activator] | nt | 37.7*
O=C(OCCN1CCCCC1)c1c[nH]c2ccccc12 | 1.8% | nt | 7.4% | 15.7% | -2.8%&-8.8%&1.8% | nt
CCN1C(=O)C(=O)N(CC(=O)Nc2ccccc2Oc2ccccc2)C1=O | 11.4% | -21.8 | ? | 4.4% | 0.6% | 9.0
COc1cc(Br)c(CC2c3cc(OC)c(OC)cc3CCN2C)cc1OC (configuration not stated) | nt | -9.2 | nt | nt | 2.5% | -1.2
O=C(O)c1ccc2c(c1)C(=O)N([C@H](Cc1ccc(Cl)cc1)C(=O)O)C2=O | 1.2% | 5.4 | ? | 0.4% | 10.8% | -3.6
O=C(Nc1ccccc1)NC1CCCc2ccccc21 (configuration not stated) | 2.6% | 1.5 | ? | -12.9% | -2.7% | 2.2
CC/C(=N\NC(=O)c1nnn(-c2nonc2N)c1CN(C)c1ccccc1)c1ccccc1 | 9.3% | 12.6 | 7.1% | 42.4%[activator] | -24.5% | -1.5
CCC1=Nc2ccccc2NC2=C1C(=O)CCC2 | -8.6% | 77.3* | -8.7% | -16.9% | ? | 29.8*
CCN1CCCC1CNc1ncnc2c1[nH]c1ccc(Cl)cc12 (configuration not stated) | 6.5% | -4.7 | 0.657µM* | 1.47µM* | 2.5% | -1.4
O=C(NCc1cccnc1)c1ccc(Cn2cc(C(F)(F)F)ccc2=O)cc1 | 8.7% | 65.4 | ? | 3.0% | 5.0% | -2.3
Cc1onc(-c2c(Cl)cccc2Cl)c1C(=O)N1CCN(c2ccccc2F)CC1 | -12.9% | 1.3 | 13.1µM* | ? | -3.5% | -1.3
Cc1ccc(Cn2nnc3c(=O)n(CC(=O)NCc4ccccc4)cnc32)cc1 | 0.9% | 8.2 | 3.6% | 39.3%[activator] | -0.5% | -0.2
CCOC(=O)C(O)(c1ccc(N=c2ccccn2C)cc1)C(F)(F)F (configuration not stated) | 1.9% | 10.1 | 0.6% | 17.5% | 3.9% | -3.1
CCCCCCN1C=CC(=C2C(=O)c3ccccc3C2=O)C=C1 | 0.0% | 45.7* | -17.2% | 137.4%[activator] | -12.8% | 36.6*
COc1cc(NC(=O)c2ccc(Br)cc2)c(OC)cc1NC(=O)c1ccccc1 | -1.9% | 25.9 | 70.8%[activator] | ? | 0.6% | -0.7
CC1(C)CC(=O)C(C=NCCN2CCOCC2)=C(O)C1 | ? | 6.1 | 37.3%[activator] | 5.4% | -1.1% | 1.8
COc1cccc(/C=C/C(=O)c2cccc([N+](=O)[O-])c2)c1OC | nt | 60.2* | -1.2% | 7.6% | -13.6% | 11.2
O=C(Cc1ccc(N2CCNC2=O)cc1)N1CCCC(Nc2cccc(F)c2)C1 (configuration not stated) | -3.7% | -4.3 | ? | 22.7% | nt | 12.0
COc1ccccc1/C=N/NC(=O)c1ccccc1NS(=O)(=O)c1ccc(C)cc1 | -4.2% | -6.0 | -21.6% | -7.1% | 7.4% | -0.5
O=C(NS(=O)(=O)c1ccc(Cl)cc1)c1ccccc1 | -1.8% | -18.5 | 0.0% | 13.7% | 0.7% | -1.6
CN(C)c1ccc(/C=C2/C(=O)NC(=O)N(CCc3ccc(F)cc3)C2=O)cc1 | ? | -9.2 | 17.4% | ? | 0.0% | -1.5
O=C(NCC1CCCCC1)c1ccc(=O)[nH]c1 | 3.8% | 15.5 | ? | -15.2% | 5.3% | -2.5
Cc1ccc(C)c(NC(=O)c2cnccn2)c1 | 0.6% | nt | -5.7% | ? | 8.0% | -1.9
C=C(C)Cn1c(C)cc(C)c(S(=O)(=O)c2ccccc2C)c1=O | 3.2% | -11.4 | -13.3% | ? | 6.4% | 0.7
O=C(NCCNc1ccc([N+](=O)[O-])cc1)c1cccc2c(Br)cccc12 | -12.6% | -3.2 | -3.9% | 49.6%[activator] | 5.2% | -5.6
O=C(CN1CCN(S(=O)(=O)c2ccc(F)cc2)CC1)Nc1ccc2c(c1)OCCO2 | -21.4% | 31.4 | -18.7% | 3.9% | nt | -2.5
O=C(CSc1ccc2c(c1)OCCO2)Nc1cccnc1 | ? | 21.7 | 48.8%[activator] | ? | -0.8% | 1.5
CCOc1cc(C(=O)Nc2cccnc2)cc(OCC)c1OCC | -25.0% | 22.5 | ? | 100.5%[activator] | -0.9% | 0.3
CC(=O)C1C(=O)CC(c2ccc(Cl)cc2)CC1=O (configuration not stated) | 15.0% | -3.7 | 12.3% | -5.6% | -0.1% | -2.2
CN(C)Cc1c[nH]c2ccccc12 | -15.4% | nt | ? | 9.28µM* | 10.0% | nt
CCC(C(=O)N1CCN(S(=O)(=O)c2ccc(F)cc2)CC1)c1ccccc1 (configuration not stated) | 1.9% | nt | ? | ? | nt | nt
COC(=O)C1=C(Nc2cc(Cl)cc(Cl)c2)CSC1 | -6.9% | 32.4 | -5.6% | 23.6% | 0.0% | -2.1
CCOc1ccc2oc(-c3ccccc3)c(C(=O)N3CCN(C)CC3)c2c1 | 27.8% | 1.3 | ? | 32.1%[activator] | 2.1% | -1.7
O=C(O)C1CC=CCC1C(=O)NNc1ccccc1 (configuration not stated) | 7.6% | 11.3 | 3.7% | 9.6% | 1.9% | 9.5
O=C(CC1SC(N2CCOCC2)=NC1=O)Nc1ccccc1Cl (configuration not stated) | 44.7µM* | nt | 31.1% | 4.8% | nt | nt
O=C(Oc1ccc(Cl)c2cccnc12)N1CCCCCC1 | 0.0% | 44.0 | 32.6%[activator] | 80.5%[activator] | -0.2% | 16.7
CC(=NCCc1c(C)[nH]c2ccc(OC(F)(F)F)cc12)C1=C(O)CC(c2ccccc2)CC1=O (configuration not stated) | -0.4% | -10.0 | ? | 93.0%[activator] | 1.1% | -11.2
Cc1csc(=O)n1CCC(=O)OCC(=O)Nc1ccc(C(N)=O)cc1 | ? | nt | 1.5% | 39.0%[activator] | nt | nt
Cn1cccc1/C=C1/C(=O)NC(=O)N(C(C)(C)C)C1=O | 4.0% | -6.2 | 15.1% | 20.6% | 0.0% | -2.0
O=C(NC12CC3CC(CC(C3)C1)C2)N1CCC(O)(c2ccc3c(c2)OCO3)CC1 | -6.7% | 11.8 | ? | -0.7%[5.75 µM] | -2.2% | 9.7

2 records picked at random from those above:
SMILES | Sm TGR block | Shiga inhibitor | Pf growth 48h | Pf growth 96h | Giardia FBPA inh | CHX counter
Cc1ccc(C)c(NC(=O)c2cnccn2)c1 | 0.6% | nt | -5.7% | ? | 8.0% | -1.9
O=C(O)C1CC=CCC1C(=O)NNc1ccccc1 (configuration not stated) | 7.6% | 11.3 | 3.7% | 9.6% | 1.9% | 9.5

Other compounds follow.
SMILES | Sm TGR block | Shiga inhibitor | Pf growth 48h | Pf growth 96h | Giardia FBPA inh | CHX counter
CCOCC(=O)Nc1ccc([N+](=O)[O-])cc1OC | -0.1% | 3.4 | 17.4% | 56.3%[activator][5.75 µM] | 4.6% | -2.8
CCn1c(/N=C/c2c[nH]c3ccccc23)nc2ccccc21 | -18.0% | 26.8 | 11.6% | 1.85µM* | -7.5% | 2.6
Cc1cc(/C=N/Nc2nc(N)ncc2[N+](=O)[O-])c(C)n1-c1cccc(C(F)(F)F)c1 | 1.1% | 61.7* | 82.7%[activator] | -40.4% | ? | 26.2*
COc1ccc(CC(=O)NCc2ccc(-n3cccc3)cc2)cc1OC | -2.7% | 20.2 | ? | 10.2% | 0.3% | 2.5
COC(=O)/C(=C/c1ccco1)NC(=O)c1ccc(Br)o1 | 22.4µM* | 7.6 | 24.6%[5.75 µM] | 3.4%[5.75 µM] | -19.1% | 9.7
Cc1cccc(N2CC(C(=O)Nc3ccc(S(=O)(=O)Nc4nccs4)cc3)CC2=O)c1C (configuration not stated) | -4.9% | 21.7 | -16.0% | 26.1% | nt | -8.6
CC1(C)OC1COc1c2occc2cc2ccc(=O)oc12 (configuration not stated) | 0.9% | -14.0 | 14.4% | 18.7% | ? | -5.0
